From PubChem BioAssay
NSD2 inh = NSD2 (human) methyltransferase inhibition; 310,000 tested, 0.54% active; inhibition, % at 12.5 µM; NSD2 peptide methylation, AlphaScreen, 120 min; in the data active means inhibition above about 50%
Target sequence (O96028 whole entry, looked up): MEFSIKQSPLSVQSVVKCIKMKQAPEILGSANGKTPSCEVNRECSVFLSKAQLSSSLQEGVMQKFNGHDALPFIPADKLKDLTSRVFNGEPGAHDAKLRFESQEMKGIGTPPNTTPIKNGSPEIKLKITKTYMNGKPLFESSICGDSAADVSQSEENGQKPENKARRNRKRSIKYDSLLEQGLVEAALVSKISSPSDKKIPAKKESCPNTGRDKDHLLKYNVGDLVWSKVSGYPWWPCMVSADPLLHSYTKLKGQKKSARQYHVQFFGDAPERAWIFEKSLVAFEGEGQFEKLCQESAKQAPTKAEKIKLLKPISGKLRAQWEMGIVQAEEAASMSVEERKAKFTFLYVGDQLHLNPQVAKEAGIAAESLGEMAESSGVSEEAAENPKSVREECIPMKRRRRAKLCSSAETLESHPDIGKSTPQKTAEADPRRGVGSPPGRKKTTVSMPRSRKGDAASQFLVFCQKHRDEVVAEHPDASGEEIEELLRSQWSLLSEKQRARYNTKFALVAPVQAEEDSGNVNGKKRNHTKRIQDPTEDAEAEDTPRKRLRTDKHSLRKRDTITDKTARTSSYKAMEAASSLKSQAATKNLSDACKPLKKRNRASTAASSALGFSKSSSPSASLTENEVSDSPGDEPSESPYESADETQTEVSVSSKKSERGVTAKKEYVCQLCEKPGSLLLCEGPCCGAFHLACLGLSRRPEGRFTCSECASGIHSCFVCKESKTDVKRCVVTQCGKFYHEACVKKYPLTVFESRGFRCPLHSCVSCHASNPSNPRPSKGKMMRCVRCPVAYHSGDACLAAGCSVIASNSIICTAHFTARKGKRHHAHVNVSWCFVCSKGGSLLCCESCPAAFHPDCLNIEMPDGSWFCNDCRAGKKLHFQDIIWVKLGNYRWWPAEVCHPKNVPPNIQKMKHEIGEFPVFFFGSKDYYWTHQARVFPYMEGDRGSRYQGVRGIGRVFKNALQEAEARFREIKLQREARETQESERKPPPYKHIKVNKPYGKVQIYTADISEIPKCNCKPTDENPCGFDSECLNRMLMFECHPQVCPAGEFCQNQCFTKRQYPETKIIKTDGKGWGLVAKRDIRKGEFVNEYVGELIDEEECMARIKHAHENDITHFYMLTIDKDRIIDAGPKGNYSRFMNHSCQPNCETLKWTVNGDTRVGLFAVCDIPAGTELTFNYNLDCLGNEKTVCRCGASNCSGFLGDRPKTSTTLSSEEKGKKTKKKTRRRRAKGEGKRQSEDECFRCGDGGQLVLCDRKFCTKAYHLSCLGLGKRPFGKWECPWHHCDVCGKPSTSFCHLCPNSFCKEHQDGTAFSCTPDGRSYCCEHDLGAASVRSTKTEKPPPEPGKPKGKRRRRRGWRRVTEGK
dFosB act = activators of mouse delta FosB homodimer. 340,000 tested, 0.99% active. P13346. activation, % at 25 µM. purified delta FosB, TAMRA-CDK5 oligo fluorescence polarization; percent of positive-control signal above neutral wells;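 active means mean activation above about 17%, with every replicate also reaching it, limit read from the data, passing the limit was not always enough; inconclusive means only one of the two conditions met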;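 further: fluorescence polarization rise as delta FosB binds a TAMRA Cdk5 AP-1 oligo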
SR-BI HDL uptake = inhibitors of mouse SR-BI mediated HDL lipid uptake | inhibition, % at 12.5 µM | Q61009 | AID 488896 | 320,000 tested, 0.96% active | ldlA[mSR-BI] CHO cells, DiI-HDL uptake fluorescence, 3 h;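 active means mean replicate inhibition of at least 70% and a set share of replicates each scoring 70 or more; inconclusive means meets just one of the two criteria; inactive means fails both criteria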;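 further: 0% = median of neutral control wells and 100% = median of positive control wells; values of inactives mirror those of a sister screen read the other way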
SR-BI DiI-HDL act = enhances SR-BI lipid uptake from DiI-HDL | CHO ldlA[mSR-BI] cells, DiI-HDL uptake fluorescence, 3 h; 100 = double the neutral-control signal | activation, % at 12.5 µM | 320,000 tested, 0.096% active;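 active means mean replicate activation of at least 60% and every replicate at or above 60%; inconclusive means mean or all-replicate condition met, but not both; inactive means mean below 60% and not all replicates reaching 60%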;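 further: 0% = median plate neutral-control signal and 100% = twice that signal; values of inactives mirror those of a sister screen read the other way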
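Test system: SR-BI-overexpressing, LDLR-lacking CHO cells. Measured by: DiI fluorescence, bottom read. Medium: Ham's F12 with 0.5% BSA, HEPES 25 mM, pH 7.4. Timing: 3 h uptake period with compound, 37 °C.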
CAL PDZ FP-1 = blocks peptide binding to human CAL PDZ domain. Q9HD26. purified CAL PDZ, TMR-peptide fluorescence polarization, 1 h. inhibition, % at 20 µM. 330,000 tested, 0.02% active. AID 504414;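 active means highest replicate inhibition of at least 40%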;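 further: plate controls were DMSO neutral control wells for no effect and unlabeled competitor peptide control wells for full effect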
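Test system: tagged CAL PDZ domain / Buffer or medium: sodium phosphate/NaCl buffer pH 7.4 with TCEP, IgG, Thesit / Reagent: TMR-labelled reporter peptide T*-PRC34 bound in PDZ groove / Compound dosing: single point, 20 µM / Schedule: 1 h incubation at room temperature before polarization reading / Technique: fluorescence polarization (mP) / Benchmarks: unlabelled peptide, DMSO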
MITF act = increases MITF-driven TRPM1 promoter luciferase signal; SK-MEL-5 TRPM1-promoter luciferase, 24 h; % of positive control, neutral wells = 0; activation, % at 12.5 µM; 300,000 tested, 0.75% active; AID 588334;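 active means mean activation of at least 80% with every replicate also reaching 80%; inconclusive means mean reaches 80% but some replicate falls short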;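 further: 0% = neutral control wells and 100% = parthenolide positive control wells; values of inactives mirror those of a sister screen read the other way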
Rtt109 HAT inh = blocks Candida albicans Rtt109/Vps75 acetyltransferase activity. Q5AAJ8. purified Rtt109/Vps75, ThioGlo CoA-SH fluorescence, 4 h. inhibition, % at 34.9 µM. 330,000 tested, 0.16% active. AID 540336;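 active means inhibition of at least 50% in every replicate; inconclusive means best replicate reaches 50% inhibition but some replicates fall short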
CAL PDZ FP-2 = blocks peptide binding to the human CAL PDZ domain; AID 602252; purified CAL PDZ, TMR-peptide fluorescence polarization, 1 h; Q9HD26; 300,000 tested, 0.92% active; inhibition, % at 24.9 µM;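 active means mean inhibition of at least 30% with at least half of replicates also reaching 30%; inconclusive means no clear call, values can overlap the other calls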;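 further: 0% = DMSO neutral control and 100% = excess unlabeled competitor peptide PRC23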
PvdQ inh = blocks Pseudomonas aeruginosa PvdQ acylase activity; purified PvdQ acylase, fluorescence plate reader; inhibition, % at 10 µM; 340,000 tested, 0.063% active; in the data active means inhibition above about 30%, passing the limit was not always enough; inconclusive means no clear call, values can overlap the other calls;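 further: 0% = vehicle neutral wells and 100% = reference inhibitor wells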
PfHsp90 set2 = growth inhibition of yeast expressing Plasmodium Hsp90 | inhibition, % at 9.4 µM | 310,000 tested, 0.32% active | S. cerevisiae expressing PfHsp90, BacTiter-Glo ATP, 48 h; yeast lacking PDR1 and PDR3 efflux regulators | AID 504621;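 active means every replicate shows inhibition above about 80%, whatever the replicate mean, limit read from the data; inconclusive means mean inhibition reaches the set limit but some replicate falls short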;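 further: 0% = DMSO neutral controls and 100% = 20 µM radicicol positive controls; yeast relying on Plasmodium falciparum Hsp90 in place of its own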
Starred values were filed as active, the others as inactive; ? = inconclusive; · = not tested or not shown; & = joins results of further samples. Compounds were not picked by outcome (roughly 4.3% active in at least one column).

SMILES | NSD2 inh | dFosB act | SR-BI HDL uptake | SR-BI DiI-HDL act | CAL PDZ FP-1 | MITF act | Rtt109 HAT inh | CAL PDZ FP-2 | PvdQ inh | PfHsp90 set2
CCOC(=O)CN(C(=O)c1snc(C(N)=O)c1N)C(C(=O)NC1CCCCC1)c1ccc(F)cc1 (stereo unspecified) | -8 | 2 | -35 | 35 | · | -7 | 0 | -3 | 0 | 8
O=C(CNC(=O)c1ccco1)OCC(=O)c1ccc(Br)cc1 | -3 | 3 | · | · | -1.2 | 1 | 25 | · | 2 | -4
CC(C)N=C1NN=C(c2ccc(F)cc2)CS1 | 3 | 3 | -11 | 11 | 0.2 | 3 | 5 | -2 | -2 | -16
CCOc1ccc2nc(N3CCCC(C(=O)NCCCN4CCCCC4)C3)sc2c1 (stereo unspecified) | 6 | -2 | 16 | -16 | -2.4 | 41 | 10 | 2 | -12 | 23
COc1ccc(/C=N/NC(=O)CCN2CCCCC2c2cccnc2)cc1Cn1cc([N+](=O)[O-])cn1 (stereo unspecified) | 9 | -5 | · | · | -2.2 | 3 | -4 | · | 7 | -18
O=C(NCc1ccccc1Cl)C(=O)NCC1CCCN1S(=O)(=O)c1cccs1 (stereo unspecified) | -1 | 1 | 10 | -10 | -2.7 | 5 | -1 | -1 | -3 | ·
COc1ccccc1NC(=O)C1=C(C)NC(=O)NC1c1cccc(OC)c1OC (stereo unspecified) | 1 | 2 | 13 | -13 | · | -3 | -3 | -2 | 1 | -1
Cc1ccc(OCC(=O)NCCCNC(=O)c2cccnc2)cc1C | 26 | 3 | · | · | -1.9 | -2 | -2 | -3 | -15 | 10
NC(=O)C1(N2CCCCC2)CCN(C(=O)c2ccc(-n3cnnn3)cc2)CC1 | -6 | -3 | -9 | 9 | -3.4 | 10 | 13 | -2 | -14 | -14
CCc1cn(C2CC(O)C(CO)O2)c(=O)[nH]c1=O (stereo unspecified) | 0 | -2 | -1 | 1 | 0.8 | -11 | 6 | -3 | -17 | -5
CN(C)NC(=S)NC1CC2CCC1C2 (stereo unspecified) | -1 | 1 | · | · | 0.5 | · | -11 | -1 | -4 | -1
CC(C)(C)OC(=O)N1CCC2(CC1)C(C#N)=C(N)OC1=C2C(=O)CCC1 | -3 | 5 | 2 | -2 | 1.8 | 5 | -3 | -2 | -17 | -12
Cc1cc(C)nc(N2CCCC(C(=O)NCc3ccccc3F)C2)n1 (stereo unspecified) | 0 | 4 | 5 | -5 | -3.2 | 6 | 6 | -5 | 1 | -13
CCOc1ccc2nc(N/C(N)=N/C(=S)Nc3cccc(OC)c3)nc(C)c2c1 | -2 | 12 | 53 | -53 | 0.4 | · | 12 | -6 | -4 | 3
NC(=O)c1ccccc1OCCOc1ccc(Br)cc1 | 2 | 0 | -4 | 4 | -4.3 | 21 | 8 | -2 | -13 | 18
CS(=O)(=O)c1ccc(-n2c(=O)n(Cc3ccccc3)c(=O)c3[nH]cnc32)cc1 | -3 | 6 | 45 | -45 | 1.1 | -5 | 7 | -5 | -11 | -29
CC(C)(C)OC(=O)C[C@H]1C/C=C\C[C@@H](CC(=O)N[C@@H](CO)Cc2ccccc2)C(=O)NC[C@@H](c2ccccc2)OC1=O | · | 1 | -3 | 3 | -0.1 | 0 | -2 | -3 | -13 | 11
COc1ccc(NC2SC(=O)N(CC(=O)O)C2=O)cc1 (stereo unspecified) | 1 | 3 | -26 | 26 | -0.6 | · | 7 | 0 | 16 | ·
CN(C)CCC=C1c2ccccc2CCc2ccccc21 | · | 0 | -11 | 11 | -0.3 | 27 | 2&-8 | -5 | -5&-7 | -5
COCCn1c(SCC(=O)N2CCOCC2)nnc1-c1ccncc1 | -2 | -9 | -4 | 4 | -1.0 | 10 | -2 | -1 | -7 | -7
CCCOC(=O)c1ccc(NC(=O)CSC2=Nc3ccccc3C3CC=NN23)cc1 (stereo unspecified) | · | -11 | 42 | -42 | -0.3 | · | 19 | 27 | -11 | -17
O=C1NC(c2ccccc2)=C(c2nc3ccccc3s2)C(c2ccccc2)N1 (stereo unspecified) | 5 | -5 | -2 | 2 | · | -2 | -9 | 0 | -7 | ·
COc1ccc(/C=N/NC(=O)c2cccc(C(=O)N/N=C/c3ccc(OC)cc3)n2)cc1 | -2 | -2 | -2 | 2 | -0.9 | 19 | 0 | 0 | -11 | 10
CC1C2C(C)N(C)C(=O)N(C)C2N(C)C(=O)N1C (stereo unspecified) | 2 | 6 | 10 | -10 | -0.7 | · | 11 | -1 | 3 | 10
CC(=O)Nc1cccc(NC(=O)CCc2ccccc2)c1 | 1 | 4 | 8 | -8 | 1.2 | -3 | 2 | -1 | 5 | ·
CC(=O)Nc1c(N)c2ccccc2oc1=O | 14 | -3 | -25 | 25 | -0.3 | -8 | 10 | 1 | 5 | 8
CN1CCN(Cc2nc3ccccc3n2C)CC1CCO (stereo unspecified) | -4 | -9 | -2 | 2 | -0.2 | · | 0 | 1 | -7 | 14
Clc1ccc2nsnc2c1NC1=NCCN1 | · | -1&1 | 11&5 | -11&-5 | -0.7&-1.0 | 9&5 | 2&-1 | -1&-1 | -6&-8 | -6&-3
N#Cc1c2c(c(Nc3ccc(F)cc3)n3c1nc1ccccc13)CCCC2 | 0 | -4 | 66 | -66 | -1.8 | 0 | 0 | -2 | -6 | 22
O=C(Nc1cccc(S(=O)(=O)NC2=NCCCCC2)c1)c1cc(-c2ccco2)nc2ccccc12 | 9 | -7 | 64 | -64 | 0.1 | -5 | -4 | -5 | -4 | -23
CC(=O)Nc1ccc(Nc2nc(C)cc(C)n2)cc1 | -2 | -7 | 7 | -7 | · | 0 | 5 | -1 | 10 | 6
COc1ccc(C(C(=O)NC2CCCC2)N(C(=O)c2ccco2)c2ccc3c(c2)OCO3)cc1OC (stereo unspecified) | 9 | -3 | 17 | -17 | 0.0 | -10 | 7 | -1 | -9 | 29
Cc1ccc(-n2[nH]c(C)c(/C=N/c3cccc(C)n3)c2=O)cc1 | -1 | -9 | · | · | -2.5 | -12 | -1 | -2 | -11 | 45
Cc1cccc(/C=N/NC(=O)Cn2nnnc2N)n1 | -19 | -2 | -13 | 13 | 0.2 | -5 | -5 | -1 | -13 | 2
COCCNC(=O)c1c[nH]c2ccc(S(=O)(=O)Nc3ccc(F)cc3F)cc2c1=O | 2 | -2 | -6 | 6 | 0.4 | -8 | 1 | 5 | 6 | -7
COc1ccc(C(CNC(=O)Cn2c(=O)oc3ccccc32)N(C)C)cc1 (stereo unspecified) | 0 | -7 | -17 | 17 | -0.7 | -1 | 0 | 1 | -11 | -6
Cc1cccc(N2CC(C(=O)OCc3ccc([N+](=O)[O-])cc3)CC2=O)c1 (stereo unspecified) | 3 | -1 | -41 | 41 | 6.4 | -10 | 20 | -3 | -6 | 5
COc1nnc(-c2ccc(C)c(S(=O)(=O)N(C)C)c2)c2ccccc12 | 0 | -12 | 13 | -13 | · | -5 | 1 | -9 | -13 | 1
N#Cc1cc2c(nc1SCc1cccc(Cl)c1)CCCCC2 | 1 | 1 | 1 | -1 | -0.8 | 12 | -10 | -2 | 1 | -9
CCC(C)(C)n1nnnc1C(c1cccs1)N1CCCCC1 (stereo unspecified) | -1 | -7 | 23 | -23 | -1.7 | -5 | -3 | 1 | -6 | 3

Reformatted with tabs: part of the list above
compound	NSD2 inh	dFosB act	SR-BI HDL uptake	SR-BI DiI-HDL act	CAL PDZ FP-1	MITF act	Rtt109 HAT inh	CAL PDZ FP-2	PvdQ inh	PfHsp90 set2
CN(C)CCC=C1c2ccccc2CCc2ccccc21	·	0	-11	11	-0.3	27	2&-8	-5	-5&-7	-5
COCCn1c(SCC(=O)N2CCOCC2)nnc1-c1ccncc1	-2	-9	-4	4	-1.0	10	-2	-1	-7	-7

Remaining list, next part:
SMILES | NSD2 inh | dFosB act | SR-BI HDL uptake | SR-BI DiI-HDL act | CAL PDZ FP-1 | MITF act | Rtt109 HAT inh | CAL PDZ FP-2 | PvdQ inh | PfHsp90 set2
O=C(Nc1cc(C(F)(F)F)ccc1Cl)c1cccc(N2C(=O)CCC2=O)c1 | -5 | -5 | 55 | -55 | -2.5 | -10 | -1 | -3 | 1 | 6
CC(C)(C)OC(=O)CNC(=O)c1[nH]cnc1C(=O)NC1CCNCC1 | · | 3 | 4 | 0 | -1.9 | 13 | -2 | -1 | 10 | -6
CC1CCc2sc(C(=O)Nc3nnc(SCc4ccc(F)cc4)s3)cc2C1 (stereo unspecified) | -5 | -2 | 4 | -4 | -0.5 | -5 | -4 | -1 | 2 | 14
Cc1cc(OCC(=O)NC2CCN(Cc3ccccc3)CC2)c2c(C)cc(=O)oc2c1 | 1 | -1 | -4 | 4 | -0.1 | -1 | -2 | -4 | 5 | 0
CC1=NN(C(=O)c2ccc(Cn3nc(C)c(Br)c3C)cc2)C(O)(C(F)(F)F)C1 (stereo unspecified) | 1 | 1 | 22 | -22 | -1.9 | 13 | -4 | -2 | 12 | 5
Cc1ccc(Cl)cc1N1CCN(C(=O)Cc2cn(C)c3ccccc23)CC1 | 1 | -14 | 15 | -15 | -0.3 | -3 | -2 | -3 | -6 | -60
CCCC(C)C(=O)Nc1cc([N+](=O)[O-])ccc1F (stereo unspecified) | -1 | 0 | -3 | 3 | 0.6 | -2 | 4 | -2 | 1 | -3
CCC1(C2=CCCCC2)C(=O)NC(=S)N=C1N (stereo unspecified) | -3 | 0 | 8 | -8 | 0.0 | -17 | 3 | · | -4 | ·
COc1cccc(CSc2ccc(S(=O)(=O)N3CCOCC3)cc2C(=O)NCC2CCCO2)c1OC (stereo unspecified) | 2 | -10 | 52 | -52 | 12 | -7 | 2 | -4 | -14 | 3
Cn1nc(C(F)(F)F)c(/C=N/OC(=O)c2ccccc2)c1Sc1ccc(Cl)cc1 | 0 | -13 | 2 | -2 | -0.1 | -2 | 9 | -2 | -10 | 4
CCNc1ccc(N=Nc2c(C)n(C)n(-c3ccccc3)c2=O)cc1 | 5 | -3 | 13 | -13 | 0.2 | 2 | ? | 8 | 10 | 29
O=C(c1cccc(S(=O)(=O)Nc2cccc(C(F)(F)F)c2)c1)N1CCOCC1 | 1 | -1 | -1 | 1 | -0.6 | 0 | 2 | 3 | 3 | -2
O=C(Nc1ccccc1Cl)ON=C1c2ccccc2-c2ccccc21 | · | -9 | -19 | 19 | -1.2 | 10 | 3 | -1 | -13 | ·
O=C(c1ccc(Cl)cc1)N1CCC(O)(CSc2ccccc2)CC1 | -1 | -12 | -7 | 7 | -1.6 | -5 | 9 | -4 | -2 | -18
COc1ccc(N2CCN(C(=O)c3ccc(S(=O)(=O)N4CCOCC4)cc3)CC2)cc1 | -3 | -18 | 12 | -12 | -2.5 | 6 | 5 | · | -5 | -10
